CaV13 ICDI inh – Disruptors of the CACNA1D IQ motif to Ca2+-dependent inactivation inhibitor domain association, primary screening, Förster resonance energy transfer in intact living …; HEK cells, CFP/YFP FRET ICDI-IQ, plate reader, 10 min; percent FRET-ratio fall versus neutral wells; inhibition, % at 12.3 µM; actives 0.098% (n = 340,000);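 active = mean replicate inhibition of at least 30% and at least 1% of replicates passing that level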;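 also: 0% = median of the neutral control wells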
Glyco luc inh – N-linked glycosylation inhibition | D54 ERlucT glycosylation luciferase reporter, 24 h; percent of 100 nM tunicamycin response | actives 0.23% (n = 360,000) | reporter increase, % at 12.5 µM;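 active = mean luciferase reporter signal, scaled so untreated is 0 and the glycosylation-blocking control 100, at or above a set limit in every replicate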;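 also: luciferase carries N-glycosylation sites so blocking glycosylation raises the light; 0% = median of neutral control wells and 100% = median of 100 nM tunicamycin wells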
MC4R antagonist – blocks human MC4R cAMP signaling. P32245. MC4R-expressing cells, MTII-stimulated cAMP, LANCE TR-FRET. inhibition, % at 6.5 µM. actives 0.48% (n = 360,000);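 active = inhibition above its plate's cutoff, the mean of tested wells on that plate plus 3 SD, cut at about 29% in these data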;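 also: 0% = Melanotan II alone and 100% = Melanotan II plus saturating MCL0020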
Target sequence (P32245 whole entry, looked up): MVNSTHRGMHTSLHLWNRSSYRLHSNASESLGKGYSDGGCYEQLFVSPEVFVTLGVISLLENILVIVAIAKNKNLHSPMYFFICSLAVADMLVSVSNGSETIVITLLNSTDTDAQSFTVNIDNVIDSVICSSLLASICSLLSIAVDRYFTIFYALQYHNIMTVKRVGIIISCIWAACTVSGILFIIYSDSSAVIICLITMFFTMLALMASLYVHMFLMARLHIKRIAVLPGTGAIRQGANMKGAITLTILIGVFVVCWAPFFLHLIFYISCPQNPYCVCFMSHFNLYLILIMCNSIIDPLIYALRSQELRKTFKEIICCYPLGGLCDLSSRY
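Material: U2OS-MC4R stable cell line | Reagent: Melanotan II challenge after compound preincubation | Doses: One concentration, 6.5 µM nominal | Incubation: 30-min compound preincubation, 1-h Melanotan II challenge, 1-h detection, room temperature | Signal: TR-FRET cAMP assay | Replicates: One well per compound, no replicates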
Cardio protect – protects H9c2 cardiomyocytes from peroxide injury | H2O2 injury protection, ATPLite, 2 h | protection from H2O2 cell death, % at 20 µM | actives 0.63% (n = 360,000) | AID 588492;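 active = compounds giving at least 50% protection of heart cells from peroxide-induced death in the single-dose screen, raw or plate-pattern-corrected value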;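 also: 0% = DMSO wells with peroxide and 100% = DMSO wells without peroxide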
MC4R ag barr – human MC4R agonism via beta-arrestin; AID 540308; activation, % at 8.9 µM; actives 0.98% (n = 360,000); P32245; U2OS MC4R beta-arrestin complementation, luminescence; percent of melanotan II response, DMSO zero;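 active = activation above a per-plate cutoff, the mean activation of sample wells on that plate plus 3 SD, cut at about 8% in these data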
ABCB6 inh MLPCN – inhibitors of human ABC transporter ABCB6. fluorescence ratio to DMSO, % at 10 µM. Q9NP58. actives 0.19% (n = 360,000). K562-ABCB6 porphyrin accumulation, flow cytometry, 1 h; hits give low values;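 active = fluorescence ratio to DMSO below 75%, the collection mean minus 3 SD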;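 also: signal is porphyrin accumulated inside mitochondria; 100% equals median channel fluorescence of DMSO control wells; lower ratio means ABCB6 inhibition with less porphyrin fluorescence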
Vif imaging – HIV Vif inhibition; HEK293T cells, Vif self-association by quenched fluorescence, imaging, 24 h; inhibition, % at 7.49 µM; actives 0.35% (n = 340,000); in the data active = inhibition above about 50%, passing the limit was not always enough; also: some results filed as inactive read as strong as hits
HTR2A ag – activates the mouse 5-HT2A serotonin receptor | activation, % at 7.6 µM | P35363 | CHO-K1 mHTR2A beta-arrestin complementation, luminescence; percent of 30 µM serotonin response | actives 0.66% (n = 360,000) | AID 624169;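 active = activation above a run cutoff, the mean activation of all tested compounds plus 3 SD, cut at about 14% in these data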;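 also: 0% = plate median of compound wells and 100% = 30 µM serotonin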
PDI inh – inhibitors of human protein disulfide isomerase. P07237. actives 0.052% (n = 350,000). PDI insulin aggregation turbidity, A650, 90 min. AID 588391. inhibition, % at 10 µM;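 active = mean inhibition across replicates of 30% or more, whatever share of single replicates reach that level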;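 also: absorbance from insulin aggregation driven by PDI reduction with DTT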
Target sequence (P07237 whole entry, looked up): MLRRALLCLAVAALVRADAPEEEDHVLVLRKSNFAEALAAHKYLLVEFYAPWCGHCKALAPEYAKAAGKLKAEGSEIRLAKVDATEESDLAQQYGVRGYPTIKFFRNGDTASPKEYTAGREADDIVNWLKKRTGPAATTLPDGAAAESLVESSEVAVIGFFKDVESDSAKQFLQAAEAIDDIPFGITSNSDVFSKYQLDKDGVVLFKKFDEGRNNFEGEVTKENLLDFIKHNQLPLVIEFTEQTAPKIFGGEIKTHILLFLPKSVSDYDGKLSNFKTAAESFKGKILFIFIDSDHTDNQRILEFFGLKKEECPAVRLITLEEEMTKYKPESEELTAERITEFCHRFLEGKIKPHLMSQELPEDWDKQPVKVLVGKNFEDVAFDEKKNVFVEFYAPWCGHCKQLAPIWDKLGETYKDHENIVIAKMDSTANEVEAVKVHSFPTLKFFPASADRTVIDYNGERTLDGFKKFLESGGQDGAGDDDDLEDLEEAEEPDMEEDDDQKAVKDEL
aDG glyco act – increases alpha dystroglycan glycosylation. Pro5-aDG cells, alpha-DG glycosylation AlphaScreen (IIH6); 0% Pro5, 100% B10-LARGE cell signal. activation, % at 10 µM. actives 0.22% (n = 360,000). AID 624168;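 active = activation of at least 8% versus controls, or a plate z-score of at least 8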;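 also: Pro5 are CHO cells carrying HIG-tagged alpha-DG that lacks glycosylation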
* = called active by the depositor; . = no result given.

Sequence of screens – Cardio protect	aDG glyco act	MC4R antagonist	Glyco luc inh	Vif imaging	ABCB6 inh MLPCN	CaV13 ICDI inh	MC4R ag barr	PDI inh	HTR2A ag
> COc1ccc(NC(=O)C2C3C=CC4(O3)C2C(=O)N(CCN2CCCCC2C)C4C(=O)NC2CCCC(C)C2C)cc1 (centres undefined)
→ -2	0.1	-2	-1	12	98	-7	-1.6	6	0
> COC(=O)Nc1nn(-c2ccc(C)cc2)c(=O)c(C#N)c1C
→ 8	0.0	15	1	2	105	-2	3.1	1	14
> O=C(O)C1=NN(c2cc(Cl)c(S(=O)(=O)O)cc2Cl)C(=O)C1
→ 0	0.0	3	1	1	97	-4	-0.4	5	3
> O=C(NCCc1ccc(C(F)(F)F)cc1)C1CCC(=O)N(CCCN2CCCC2=O)C1 (centres undefined)
→ 1	0.3	-3	1	1	107	-20	-0.2	9	0
> COc1ccc(S(=O)(=O)N2CCC(Cc3ccccc3)CC2)cc1NC(C)=O
→ -2	-0.1	-1	2	22	102	-1	-2.6	-9	-6
> Cc1cccc(CN2CCN(C3CCCC3)C(CCO)C2)n1 (centres undefined)
→ 9	-0.4	13	-1	22	101	-5	-2.4	11	0
> C[C@H](CO)N1C[C@H](C)[C@@H](CN(C)C)Oc2c(NC(=O)CCC(F)(F)F)cccc2C1=O
→ -8	-0.1	2	3	8	99	-5	-1.1	-1	12
> COc1cccc(N2C(=O)CC(N3CCc4ccccc4C3)C2=O)c1 (centres undefined)
→ -3	0.3	10	-1	2	96	-5	-0.6	4	5
> C[C@H](NC(=O)c1ncn2c1c(=O)[nH]c1ccccc12)c1ccccc1
→ 6	-0.1	3	3	5	104	-5	-0.4	-13	10
> CCCSc1nnc(Cc2cc(=O)[nH]c(=O)[nH]2)n1-c1cc(C)ccc1C
→ 0	-0.1	1	2	3	86	-4	-0.5	-1	-1
> COc1cccc(NC(=O)CN(C)C(=O)Cc2c(C)nc3ccccc3c2C)c1
→ -2	-0.1	8	-1	-1	99	-5	-4.5	0	-7
> Cc1cccc(C(=O)N/N=C2/SCC(=O)N2Cc2ccccc2)c1
→ 10	0.2	-3	1	-13	92	-6	-1.2	-3	0
> O=C(NCC(c1ccco1)N1CCc2ccccc2C1)c1ccc(Cl)c([N+](=O)[O-])c1 (centres undefined)
→ -1	0.3	19	1	5	96	-4	-1.4	-1	-7
> COc1nccnc1NS(=O)(=O)c1ccc(N)cc1
→ 5	-0.2	3	2	-6	99	-4	0.5	-3	4
> COc1ccc2c3c(cccc13)OCC2=O
→ 7	0.0	-4	9	0	106	-6	-1.1	-2	6

Carrying on.
Sequence of screens – Cardio protect	aDG glyco act	MC4R antagonist	Glyco luc inh	Vif imaging	ABCB6 inh MLPCN	CaV13 ICDI inh	MC4R ag barr	PDI inh	HTR2A ag
> C[C@@H]1CN([C@@H](C)CO)C(=O)c2cccc(NS(C)(=O)=O)c2O[C@H]1CN(C)CC1CCCCC1
→ 6	-0.1	5	1	17	95	-4	-1.0	14	-6
> COC(=O)[C@H](C)NC(=O)Nc1cc(OC)ccc1OC
→ 4	-0.1	6	2	9	104	-7	0.8	-8	4
> CCOC(=O)c1ccccc1NC(=O)CSc1nnc(COc2ccccc2C)n1C
→ -7	0.1	-2	0	2	98	.	-1.5	-2	-2
> CSCCOC(=O)COc1ccc(/C=N/NC(=O)c2c(Cl)cnn2C)cc1
→ -5	0.1	20	0	2	98	-4	0.8	3	-4
> Fc1ccc(NC(=S)Nc2cccnc2)cc1
→ -6	0.4	3	-2	-4	101	6	-1.7	-3	-2
> COc1ccc(S(=O)(=O)N2CCC(C(=O)NCc3ccccn3)CC2)cc1C
→ 11	0.0	3	0	6	103	0	-0.9	4	0
> Cc1cc(NCCN(C)C)n2nc(-c3cccs3)cc2n1
→ 14	-0.2	0	1	1	100	-7	-0.5	1	0
> COc1cc(/C=N/N2CCOCC2)ccc1OCc1ccccc1
→ -2	0.7	22	-3	-4	104	-4	1.0	2	-5
> O=C1CN(CC(=O)Nc2ccc(SC(F)F)cc2)CCN1
→ -1	0.1	-4	0	-9	88	2	1.7	-2	-1
> CC(=O)Nc1ccc(NC(=O)c2cc(C)nn2-c2ccccc2)cc1
→ 0	-0.1	6	0	4	97	-5	1.4	3	-2
> Cc1ccccc1N1C(=O)c2cc(S(N)(=O)=O)c(Cl)cc2NC1C (centres undefined)
→ 0	-0.3	4	-1	-2	96	-5	0.0	2	1
> Cc1sc2ncn(CC(=O)NCCCC(=O)N3CCN(c4ccccc4)CC3)c(=O)c2c1C
→ 2	0.1	13	1	-8	95	-4	0.8	-2	-4
> Cc1ccc(-c2nc(CSCC(=O)NCc3cccnc3)c(C)o2)cc1
→ -3	0.1	2	0	-8	95	-4	-0.3	12	0
> CN1CCN(CCC(=O)Nc2ccc(Br)cc2)CC1
→ 7	0.3	22	1	1	98	-6	-1.8	-5	9
> CC(=O)OC(C(=O)NCS(=O)(=O)c1ccc(C)cc1)c1cccnc1 (centres undefined)
→ -2	-0.1	4	0	-6	85	-2	-0.1	3	2

(list continues)
Sequence of screens – Cardio protect	aDG glyco act	MC4R antagonist	Glyco luc inh	Vif imaging	ABCB6 inh MLPCN	CaV13 ICDI inh	MC4R ag barr	PDI inh	HTR2A ag
> CCc1ccc(NC(=O)c2noc3c2CCC3)cc1
→ -10	0.1	-2	-18	-5	95	-6	1.9	-5	-4
> Cc1nn(Cc2c(Cl)cccc2Cl)c(Cl)c1/C=C/C(=O)OCC(=O)NCC(F)(F)F
→ -20	-0.2	-4	0	2	89	-7	-2.0	-2	-3
> ClC1(Cl)CC1CSc1nc2ccccc2[nH]1 (centres undefined)
→ -6	0.4	-1	-2	8	99	-4	1.1	-3	2
> CCN(CC)S(=O)(=O)c1ccc(C(=O)Nc2nnc(COC)o2)cc1
→ 6	-0.3	-6	0	1	94	3	-0.6	12	0
> CC(=O)c1ccc([N+](=O)[O-])c(CS(=O)(=O)c2ccccc2)c1
→ -2	-0.1	10	1	-1	101	-10	0.8	-2	2
> COc1cccc(NC(=O)COc2ccccc2)c1
→ -6	-0.1	-4	2	0	94	-3	1.1	5	3
> CN(C)c1cccc(C(=O)NCc2ccc3c(c2)OCO3)c1
→ 3	-0.1	-2	0	1	89	-2	2.2	-5	1
> CC(C)c1nc2oc3c(=O)[nH]cnc3c2c2c1COC(C)(C)C2
→ 5	0.1	-2	0	13	95	-6	-1.1	-2	0
> O=C(NC(C(=O)c1ccccc1)N1CCCCC1)c1ccccc1 (centres undefined)
→ 2	-0.1	3	-2	9	90	.	0.5	-6	0
> CNS(=O)(=O)c1cccc(C(=O)OCC(=O)N2CC(C)OC(C)C2)c1 (centres undefined)
→ -4	0.0	23	2	11	100	-7	-1.3	-1	-8
> N#CCC(=O)N/N=C/c1ccc(SCC(=O)Nc2ccccc2)o1
→ 11	0.3	15	-1	2	102	1	-3.1	2	-2
> O=c1nc2ccccc2c2n1CC(CN1CCN(Cc3ccccc3)CC1)N2 (centres undefined)
→ 12	0.0	0	-1	-5	114	-5	-0.8	-11	-9
> O=C(Cc1ccccc1)Nc1nc2ccccc2s1
→ -18	0.5	2	0	1	92	0	-0.3	-2	0
> COc1ccc(S(=O)(=O)N=C2C=C(C)C(=O)C(C)=C2)cc1
→ 14	-0.4	1	1	13	99	-5	0.6	-55	3
> COc1ccc(C(=O)Nc2cccc(S(C)(=O)=O)c2)cc1
→ -2	-0.4	-1	1	6	102	-5	-2.1	3	3

(next part)
Sequence of screens – Cardio protect	aDG glyco act	MC4R antagonist	Glyco luc inh	Vif imaging	ABCB6 inh MLPCN	CaV13 ICDI inh	MC4R ag barr	PDI inh	HTR2A ag
> O=C1C2CCCCC2C(=O)N1c1ccc(NC2CCCCC2)c([N+](=O)[O-])c1 (centres undefined)
→ -4	-0.2	3	-1	-3	99	-15	-0.7	2	2
> Cc1ccc(Cn2cnc3ccccc32)cc1
→ -13	0.6	5	-4	-8	94	-7	-0.6	2	-5
> CCC1CCCCN1S(=O)(=O)c1ccc(NC(=O)C2CCN(C(=O)c3ccco3)CC2)cc1 (centres undefined)
→ -16	0.1	26	-1	-17	88	-3	-0.1	4	4
> O=C(NCc1cccnc1)C1CCC(CNS(=O)(=O)c2ccc(Cl)cc2)CC1 (centres undefined)
→ -3	0.0	3	0	3	86	-2	-1.9	-4	-6
> COc1ccc(-c2cc(=O)oc3cc(OC(C)C(=O)Nc4ccc(CN5CCOCC5)cc4)ccc23)cc1 (centres undefined)
→ -1	-0.1	6	1	11	98	-2	-3.5	-2	0
> COc1ccc(Nc2nc3ccccc3c(=O)s2)c(OC)c1
→ 2	-0.1	3	1	9	100	.	0.9	0	8
> Cc1ccc(N(C(C)C(=O)O)S(=O)(=O)c2c(C)n[nH]c2C)cc1 (centres undefined)
→ 3	-0.4	0	-1	-5	97	-5	1.4	-10	-1

Four structures already listed, arranged by number of heavy atoms, largest number first:
Sequence of screens – Cardio protect	aDG glyco act	MC4R antagonist	Glyco luc inh	Vif imaging	ABCB6 inh MLPCN	CaV13 ICDI inh	MC4R ag barr	PDI inh	HTR2A ag
> O=C(NCc1cccnc1)C1CCC(CNS(=O)(=O)c2ccc(Cl)cc2)CC1 (centres undefined)
→ -3	0.0	3	0	3	86	-2	-1.9	-4	-6
> O=C1C2CCCCC2C(=O)N1c1ccc(NC2CCCCC2)c([N+](=O)[O-])c1 (centres undefined)
→ -4	-0.2	3	-1	-3	99	-15	-0.7	2	2
> Cc1ccc(N(C(C)C(=O)O)S(=O)(=O)c2c(C)n[nH]c2C)cc1 (centres undefined)
→ 3	-0.4	0	-1	-5	97	-5	1.4	-10	-1
> Cc1ccc(Cn2cnc3ccccc32)cc1
→ -13	0.6	5	-4	-8	94	-7	-0.6	2	-5

Just MC4R ag barr and HTR2A ag, for 4 of the compounds above:
structure | MC4R ag barr | HTR2A ag
Cc1ccc(N(C(C)C(=O)O)S(=O)(=O)c2c(C)n[nH]c2C)cc1 (centres undefined) | 1.4 | -1
Cc1ccc(Cn2cnc3ccccc32)cc1 | -0.6 | -5
CCC1CCCCN1S(=O)(=O)c1ccc(NC(=O)C2CCN(C(=O)c3ccco3)CC2)cc1 (centres undefined) | -0.1 | 4
O=C(NCc1cccnc1)C1CCC(CNS(=O)(=O)c2ccc(Cl)cc2)CC1 (centres undefined) | -1.9 | -6

Profiles as entered above. Screens in order: Cardio protect, aDG glyco act, MC4R antagonist, Glyco luc inh, Vif imaging, ABCB6 inh MLPCN, CaV13 ICDI inh, MC4R ag barr, PDI inh, HTR2A ag
CN(C)c1cccc(C(=O)NCc2ccc3c(c2)OCO3)c1 reads 3, -0.1, -2, 0, 1, 89, -2, 2.2, -5, 1
N#CCC(=O)N/N=C/c1ccc(SCC(=O)Nc2ccccc2)o1 reads 11, 0.3, 15, -1, 2, 102, 1, -3.1, 2, -2

Screens (PubChem BioAssay)

Rows are unselected, and some 3.6% of all compounds hit somewhere here.
